Assay outcomes: PubChem, several laboratories
TRPC6 inhibitor: blocks the mouse TRPC6 cation channel. AID 2553. 310,000 compounds, 1.1% hits. HEK293-TRPC6, membrane potential dye, ACh-evoked depolarization; active compounds read low. Q61143. B-score at 10 µM;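 active = B-score under library mean minus 3 SD, initial fluorescence not abnormally high, positive integrated signal ratio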;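 also: B-score derived from integrated fluorescence ratio over the kinetic read; more negative B-score means stronger inhibition of depolarization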
TRPC6 act: mouse TRPC6 channel activation; 310,000 compounds, 0.13% hits; AID 2550; HEK293-TRPC6 membrane potential dye fluorescence; active compounds read high; B-score at 10 µM;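 active = B-score of the integrated fluorescence ratio above library mean plus 3 SD, and starting fluorescence ratio within library mean plus 5 SD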;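 also: higher score means more depolarization so channel activation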
TMEM16A inh: blocks the mouse calcium-activated chloride channel TMEM16A | normalized B-score (activity score, 25-100; higher = stronger inhibition) at 10 µM | AID 588511 | Q8BHY3 | 310,000 compounds, 1.2% hits | HEK293 TMEM16A/YFP iodide influx fluorescence, ionomycin;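 active = ratio plate-corrected score three or more library SD toward inhibition, starting fluorescence score within five deviations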;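 also: score derived from kinetic fluorescence span divided by baseline fluorescence per well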
TRPC4 potent: allosterically enhances the mouse TRPC4 cation channel; Q9QUQ5; HEK293 TRPC4beta/mu-opioid, DAMGO EC20, Fluo-4 Ca2+ flux; active compounds read high; B-score at 10 µM; 310,000 compounds, 0.42% hits;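 active = B-score of calcium response area above 5 SD of library B-scores, with initial fluorescence ratio within 5 SD of library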;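 also: B-score of integrated fluorescence ratio over time as area under calcium response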
Target sequence (Q9QUQ5 whole entry, looked up): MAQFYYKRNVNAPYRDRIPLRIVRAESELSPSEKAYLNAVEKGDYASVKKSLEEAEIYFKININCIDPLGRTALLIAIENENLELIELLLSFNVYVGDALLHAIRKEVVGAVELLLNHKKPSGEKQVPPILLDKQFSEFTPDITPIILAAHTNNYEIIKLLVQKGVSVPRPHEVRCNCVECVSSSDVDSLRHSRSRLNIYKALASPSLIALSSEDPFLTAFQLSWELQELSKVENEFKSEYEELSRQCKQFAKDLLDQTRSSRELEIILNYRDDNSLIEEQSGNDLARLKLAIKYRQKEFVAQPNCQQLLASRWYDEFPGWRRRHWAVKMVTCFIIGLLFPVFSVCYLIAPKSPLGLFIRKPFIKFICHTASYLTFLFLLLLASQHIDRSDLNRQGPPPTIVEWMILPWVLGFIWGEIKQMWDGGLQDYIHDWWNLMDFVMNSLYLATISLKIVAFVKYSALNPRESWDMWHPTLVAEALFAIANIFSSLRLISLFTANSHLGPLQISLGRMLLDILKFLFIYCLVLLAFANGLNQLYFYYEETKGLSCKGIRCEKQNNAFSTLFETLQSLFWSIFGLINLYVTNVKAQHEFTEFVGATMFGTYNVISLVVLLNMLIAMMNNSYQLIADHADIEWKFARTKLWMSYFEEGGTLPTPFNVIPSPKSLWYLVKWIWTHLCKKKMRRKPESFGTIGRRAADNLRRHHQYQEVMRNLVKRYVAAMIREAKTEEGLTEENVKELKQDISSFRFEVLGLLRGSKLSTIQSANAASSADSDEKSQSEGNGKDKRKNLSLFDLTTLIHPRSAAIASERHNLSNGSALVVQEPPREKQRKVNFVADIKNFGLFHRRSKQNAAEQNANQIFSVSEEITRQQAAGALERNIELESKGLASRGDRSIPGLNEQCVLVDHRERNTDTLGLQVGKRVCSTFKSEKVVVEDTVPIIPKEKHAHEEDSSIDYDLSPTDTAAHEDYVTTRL
TRPC4 agonist: activators of mouse TRPC4 channel; Q9QUQ5; AID 2237; 310,000 compounds, 0.49% hits; B-score at 10 µM; HEK293 TRPC4beta/mu-opioid, Fluo4 calcium fluorescence; active compounds read high;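 active = B-score above 5 SD of library B-scores, and initial fluorescence ratio not above library mean plus 5 SD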;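 also: positive B-score marks a calcium rise read as TRPC4 activation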
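Incubation: 45 min room-temperature Fluo4 loading, 110 s read / System: HEK293 cells stably co-expressing mouse TRPC4beta and mu-opioid receptor / Signal: Fluo4 fluorescence, kinetic / Control set: buffer (low) and maximal DAMGO (high) / Measure: integrated baseline-normalised fluorescence ratio, converted to per-well B score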
MrgX1 antag: human MrgX1 receptor antagonism, primary screen. 310,000 compounds, 1.3% hits. B-score at 10 µM. MRGX1-HEK293 calcium flux, Fluo-4, BAM8-22 antagonism; active compounds read low. Q96LB2;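 active = calcium-response B-score plate-corrected more than 3 library SD below zero, starting fluorescence within 5 deviations, no agonist response on first addition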;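 also: peak minus trough fluorescence over baseline after final BAM8-22 challenge near maximal dose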
MrgX1 agonist: activates human MrgX1 receptor signaling; Q96LB2; MrgX1-HEK293 cells, Fluo-4 calcium fluorescence, agonist mode; active compounds read high; B-score at 10 µM; 310,000 compounds, 0.44% hits; AID 588627;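 active = calcium response B-score plate-corrected fluorescence ratio at least 3 library SD, with starting fluorescence B-score inside 5 SD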
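System – MrgX1-expressing HEK293 cells · Incubation – cells plated overnight, dye loaded 0.5 h 37 °C, 0.5 h room temperature · Technique – kinetic Fluo-4 NW fluorescence of intracellular calcium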
MrgX1 PAM: allosterically activates human MrgX1 receptor signaling. Q96LB2. MrgX1-HEK293, Fluo-4 calcium flux, FDSS; active compounds read high. B-score at 10 µM. 310,000 compounds, 0.63% hits. AID 588675;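 active = plate-corrected calcium response at least 3 library SD above typical, normal starting fluorescence, not activating the receptor alone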;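 also: compound read alongside a low EC10 to EC30 dose of BAM8-22 agonist; peak minus trough fluorescence over baseline measured at the second addition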
TRPC4 inh: blocks the mouse TRPC4 cation channel; Q9QUQ5; HEK293 TRPC4beta/mu-opioid, DAMGO-evoked Fluo4 calcium flux; active compounds read low; B-score at 10 µM; 300,000 compounds, 0.39% hits; AID 2247;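 active = B-score over 3 SD under the library average, no early fluorescence shift, positive overall ratio signal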
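Signal: kinetic Fluo4 fluorescence imaging of calcium influx. Material: stable TRPC4beta/mu-opioid receptor HEK293 cells. Probe or stimulus: DAMGO in two steps, submaximal then maximal.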
TMEM16A act: activators or potentiators of mouse TMEM16A chloride channel; Q8BHY3; HEK293 TMEM16A/YFP-H148Q/I152L, iodide quench fluorescence; active compounds read low; 340,000 compounds, 0.3% hits; B-score at 10 µM;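 active = fluorescence-ratio B-score plate-corrected deviation score at least 3 library SD below zero, with starting fluorescence score within 5 deviations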;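 also: channel opened by trigger with iodide after compound preincubation; score built on the fluorescence ratio of max minus min over baseline; more negative score means more quench and so TMEM16A activation or potentiation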
SKKanGAS inh: blocks kanamycin growth of S. pyogenes SKKanGAS strain | BacTiter-Glo, 6 h | inhibition, % at 7.5 µM | 300,000 compounds, 1.3% hits | AID 1662;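 active = mean replicate score, as percent of positive control median, at least 50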;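 also: strain carries kanamycin resistance gene driven by streptokinase promoter and grows in 40 µg/ml kanamycin; loss of luminescence reflects streptokinase promoter inhibition or plain growth inhibition; 0% = median of DMSO wells and 100% = positive control at its reference dose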
An asterisk follows results filed as active; i = inactive; . = not tested or not shown.

SMILES	TRPC6 inhibitor	TRPC6 act	TMEM16A inh	TRPC4 potent	TRPC4 agonist	MrgX1 antag	MrgX1 agonist	MrgX1 PAM	TRPC4 inh	TMEM16A act	SKKanGAS inh
COC(=O)NC(NS(=O)(=O)c1ccccc1)(C(=O)OC)C(F)(F)F (stereo not given)	i	i	i	i	i	i	i	i	i	i	0.4
NC1=NC(=O)/C(=C\C=C\c2ccccc2)S1	i	i	i	i	i	i	i	i	i	i	1.6
CCC(=O)N1CCc2cc(Br)cc(S(=O)(=O)N3CCC(C(=O)NC(C)C)CC3)c21	i	i	i	i	i	i	i	i	i	i	5.0
CCCc1ncc(C(O)c2ccccc2OC)n1C (stereo not given)	i	i	i	i	i	i	i	i	i	i	7.7
O=S(=O)(c1ccc2ccccc2c1)N1CCOCC1	i	i	i	i	i	i	i	i	i	i	-5.0
CCn1c(=O)c2cc(S(=O)(=O)NCc3ccccc3)ccc2n(CC)c1=O	i	i	i	i	i	i	i	i	i	i	-11.3
COc1ccc(NC(=O)N2CCC(c3ccccc3)C2)c(OC)c1 (stereo not given)	i	i	i	i	i	i	i	i	i	i	-4.5
CC(CCc1ccccc1)NC(=O)COC(=O)c1ccc(F)cc1 (stereo not given)	i	i	i	i	i	i	i	i	i	i	-3.4
Cc1cc(CCN2CCC(=O)NC2=O)ccc1OC(C)C	i	i	i	i	i	i	i	i	i	i	2.9
CCCN(CCC)C(=O)Cn1c(=O)c2ccccc2n2c(=S)sc(-c3ccccc3C)c12	i	i	i	i	i	-4.57*	i	i	i	-7.63*	28.1
Cc1ccc(NC(=O)c2oc(=O)c3ccccc3c2-c2ccccc2)c(C)c1	i	i	i	i	i	i	i	i	i	i	-1.3
Cc1coc2cc3oc(=O)c(CCC(=O)NCc4ccccn4)c(C)c3cc12	i	i	i	i	i	i	i	i	i	i	-0.4
COc1ccc(/C=C/C(=O)NCCc2ccc(S(N)(=O)=O)cc2)cc1	i	i	i	i	i	i	i	i	i	i	-4.8
COc1cc(C(=O)N(C)C2CCCCC2)ccc1OC1CCN(C(C)=O)CC1	i	i	i	i	i	i	i	i	i	i	1.7
O=C(CCc1ccccc1)Nc1ccc(N2CCOCC2)c(Cl)c1	i	i	i	i	i	i	i	i	i	i	-2.3
Cn1ccnc1SCC(=O)Nc1ccc([N+](=O)[O-])cn1	i	i	.	i	i	.	.	.	i	i	-2.8
NS(=O)(=O)c1ccc(N2N=C(c3ccccc3)CC2c2ccccc2)cc1 (stereo not given)	i	i	i	11*	i	i	i	i	i	i	-7.0
O=C(O)CCN1C(=O)/C(=C\c2cccc(OCC(=O)Nc3ccc(Cl)cc3)c2)SC1=S	i	i	i	i	i	i	i	i	i	i	10.0
CCc1ccc(-n2c(SCC(=O)Nc3cccc(S(=O)(=O)NC4=NCCCCC4)c3)nc3ccccc3c2=O)cc1	i	i	i	i	i	i	i	i	i	i	7.2
C/C(=N/NC(=O)CSc1nc2ccccc2s1)c1ccncc1	i	i	i	i	i	i	i	i	i	i	3.5
O=C1c2ccccc2C(=O)N1c1ccc(Cc2ccncc2)cc1	i	i	i	i	i	i	i	i	i	i	2.7
CCc1ccc(-c2csc(-c3c[nH]c4ccccc34)n2)cc1	i	i	i	i	i	i	i	i	i	i	-12.8
CC(=O)Nc1ncc(Cc2cccc(Cl)c2)s1	i	i	i	i	i	i	i	i	i	i	5.4
CC(=C\c1ccccc1)/C=C1/SC(=S)N(CCCC(=O)O)C1=O	i	i	i	i	i	i	i	i	i	i	24.1
CCN(CC)c1ccc(NC(=O)c2ccccc2F)cc1S(=O)(=O)Nc1ccccc1OC	i	i	i	i	i	i	i	i	i	i	-6.3
Cc1cc(NC(=O)CSc2nnc(C)c(=O)n2N)no1	i	i	i	i	i	i	i	i	i	i	-1.9
CCCN1CCN(C(=O)C(NC(=O)c2ccco2)C(C)C)CC1 (stereo not given)	i	i	i	i	i	i	i	i	i	i	1.6
Cc1cc(C)c(S(=O)(=O)N2CCc3ccccc32)c(C)c1	i	i	i	i	i	i	i	i	i	i	18.2
CCOCC(=O)NCc1ccc2c(c1)OCO2	i	i	i	i	i	i	i	i	i	i	-0.5
Cc1cccc(-n2c(C)cc(/C=C3\C(=N)N4N=C(CC(C)C)SC4=NC3=O)c2C)c1	i	i	i	i	i	i	i	i	i	i	25.0
O=C(CSc1ccccc1)NCc1ccccn1	i	i	i	i	i	i	i	i	i	i	5.4
O=C(NC1CCCCC1)N1CCCCCC1	i	i	i	i	i	i	i	i	i	i	0.4
Cc1occc1C(=O)Nc1cccc([N+](=O)[O-])c1C	i	i	i	i	i	i	i	i	i	i	2.4
CC(O)c1nc2cc([N+](=O)[O-])ccc2n1Cc1ccccc1 (stereo not given)	i	i	i	i	i	i	i	i	i	i	5.2
Cc1cc(C(=O)Nc2c(C)n(C)n(-c3ccccc3)c2=O)c(C)o1	i	i	i	i	i	i	i	i	i	i	-4.7
O=C1/C(=C/c2cccnc2)Oc2cc(OS(=O)(=O)c3ccccc3)ccc21	i	i	i	i	i	i	i	i	i	i	1.6
CCCC(C(=O)NCC1CCCO1)N(C(=O)CNS(=O)(=O)c1ccccc1)c1ccc(F)cc1 (stereo not given)	i	i	i	i	i	i	i	i	i	i	-0.1
O=C(N/N=C/c1ccccn1)c1ccc(N/N=C/c2ccccn2)cc1	i	i	i	i	i	i	i	i	i	i	1.0
CCC1CCCCN1C(=O)Cn1c(=O)n(CCC(=O)NCc2ccco2)c(=O)c2sccc21 (stereo not given)	i	i	i	i	i	i	i	i	i	i	-1.1
CC(C)(C)c1ccc(OCC(=O)N2CCCCCC2)c(Br)c1	i	i	i	i	i	i	i	i	i	i	3.8
CC(=O)c1ccc(-c2cccc(-c3nc4ccccn4c3NC3CCCCC3)c2)cc1	i	i	i	i	i	i	i	i	i	i	31.4
Cc1cccc(Cn2cnc3ccccc32)c1	i	i	i	i	i	i	i	i	i	i	-4.1
Cc1nc2sccn2c(=O)c1Cl	i	i	i	i	i	i	i	i	i	i	-7.1
CC(=O)c1c(C)[nH]c(C(=O)COC(=O)CCOc2ccc(C)cc2)c1C	i	i	i	i	i	i	i	i	i	i	-32.2
COc1ccc(-n2nc(C(=O)NCc3cc(OC)ccc3OC)c3c4ccccc4n(C)c3c2=O)cc1	i	i	i	i	i	i	i	i	i	i	15.1

Reformatted as a markdown table: part of the list above
| Structure | TRPC6 inhibitor | TRPC6 act | TMEM16A inh | TRPC4 potent | TRPC4 agonist | MrgX1 antag | MrgX1 agonist | MrgX1 PAM | TRPC4 inh | TMEM16A act | SKKanGAS inh |
| --- | --- | --- | --- | --- | --- | --- | --- | --- | --- | --- | --- |
| Cc1cc(C(=O)Nc2c(C)n(C)n(-c3ccccc3)c2=O)c(C)o1 | i | i | i | i | i | i | i | i | i | i | -4.7 |
| O=C1/C(=C/c2cccnc2)Oc2cc(OS(=O)(=O)c3ccccc3)ccc21 | i | i | i | i | i | i | i | i | i | i | 1.6 |
| CCCC(C(=O)NCC1CCCO1)N(C(=O)CNS(=O)(=O)c1ccccc1)c1ccc(F)cc1 (stereo not given) | i | i | i | i | i | i | i | i | i | i | -0.1 |

(cont.)
SMILES	TRPC6 inhibitor	TRPC6 act	TMEM16A inh	TRPC4 potent	TRPC4 agonist	MrgX1 antag	MrgX1 agonist	MrgX1 PAM	TRPC4 inh	TMEM16A act	SKKanGAS inh
CC(C)c1ccc(NC2CCCN(C(=O)c3ccoc3)C2)cc1 (stereo not given)	i	i	i	i	i	i	i	i	i	i	2.9
O=C(NCc1ccc(Cl)cc1)C(=O)NCC(c1ccco1)N1CCOCC1 (stereo not given)	i	i	i	i	i	i	i	i	i	i	7.6
Cn1c(/C=N/O)nc2ccccc21	i	i	i	i	i	i	i	i	i	i	-3.2
COc1ccc(-c2c(C#N)c(N)nc3c2CCCC3)cc1OC	i	i	i	i	i	i	i	i	i	i	-0.3
CNc1oc(-c2cccc3ccccc23)nc1C#N	i	i	i	i	i	i	i	i	i	i	-9.6
CCn1cc(C(=O)NCC(=O)NC(C)(C)CO)c(=O)c2cc3c(cc21)OCO3	i	i	i	i	i	i	i	i	i	i	5.8
Nc1ccc(C(=O)Oc2ccc([N+](=O)[O-])cc2)c(O)c1	i	i	i	i	i	i	i	i	i	.	2.6
CCc1noc(C)c1C(=O)Nc1cc(S(=O)(=O)N2CCOCC2)ccc1OCC(F)(F)F	i	i	i	i	i	i	i	i	i	i	1.8
CS/C(=N/S(=O)(=O)c1ccc(C)cc1)c1ccccc1	i	i	i	i	i	i	i	i	i	i	-1.0
O=C(Cc1cc(=O)[nH]c(=O)[nH]1)NCc1ccc(Cl)cc1	i	i	i	i	i	i	i	i	i	i	-0.2
O=C1CC(N2CCN(c3ccc(F)cc3)CC2)C(=O)N1c1ccccc1 (stereo not given)	i	i	i	i	i	i	i	i	i	i	4.6
Cc1ccc(NC(=O)CSc2ccc(-c3cccnc3)nn2)cc1Cl	i	i	i	i	i	i	i	i	i	i	-4.9
COc1ccc(C(=O)Nc2cccc3c2C(=O)NC3=O)cc1S(=O)(=O)N1CCOCC1	i	i	i	i	i	i	i	i	i	i	-0.3
CCc1ccc(NC(=O)c2ccc(NC3=NC4CS(=O)(=O)CC4S3)cc2)cc1 (stereo not given)	i	i	i	i	i	i	i	i	i	i	-3.7
CCSc1nnc(NC(=O)c2c(C)noc2C)s1	i	i	i	i	i	i	i	i	i	i	-7.3
CC(C)N1CC(C(=O)Nc2ccccc2)CC1=O (stereo not given)	i	i	i	i	i	i	i	i	i	i	4.9
O=C(O)CCN1C(=O)NC2(CCCC2)C1=O	i	i	i	i	i	-7.3*	i	i	i	i	5.6
O=C(Cn1nc(Cc2ccncc2)c2ccccc2c1=O)N1CCN(C(=O)c2ccco2)CC1	i	i	i	i	i	i	i	i	i	i	-3.2
COc1ccccc1N(C(=O)c1csnn1)C(C(=O)NC1CCCC1)c1ccccc1 (stereo not given)	i	i	i	i	i	i	i	i	i	i	-6.1
O=C(OCCOCn1cc(Br)c(=O)[nH]c1=O)c1ccccc1	i	i	i	i	i	i	i	i	i	i	8.5
CCCC(c1nnnn1CC1CCCO1)N1CCN(c2cc(Cl)ccc2C)CC1 (stereo not given)	i	i	i	i	i	i	i	i	i	i	-6.5
